# Mdm2 ligase inh = blocks human Mdm2 ubiquitin ligase activity; cell-based MDM2 ubiquitination luciferase reporter, 2 h; 0 = plate control, 100 = twice control, blank-subtracted; 0.11% of 210,000 active; Q00987; signal enhancement, % at 5 µM;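 active means signal enhancement of 30% or more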;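 further: luminescence tracks abundance of the self-degrading MDM2-luciferase fusion protein; higher signal means inhibition of MDM2 E3 ligase activity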
# Target sequence (Q00987 whole entry, looked up, the tested form may be a part): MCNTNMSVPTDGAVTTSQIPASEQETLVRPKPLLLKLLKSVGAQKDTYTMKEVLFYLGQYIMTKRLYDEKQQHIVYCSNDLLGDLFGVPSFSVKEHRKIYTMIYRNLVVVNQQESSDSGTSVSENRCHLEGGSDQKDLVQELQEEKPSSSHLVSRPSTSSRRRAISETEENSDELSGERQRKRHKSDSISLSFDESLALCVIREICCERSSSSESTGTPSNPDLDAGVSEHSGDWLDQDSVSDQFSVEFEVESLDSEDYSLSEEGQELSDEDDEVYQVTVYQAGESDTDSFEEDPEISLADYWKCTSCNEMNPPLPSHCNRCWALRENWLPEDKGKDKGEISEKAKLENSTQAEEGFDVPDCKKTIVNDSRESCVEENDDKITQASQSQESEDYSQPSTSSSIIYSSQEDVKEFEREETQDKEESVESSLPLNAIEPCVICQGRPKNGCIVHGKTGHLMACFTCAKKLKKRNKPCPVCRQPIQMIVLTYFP
#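 Buffer or medium: Cells held in DMEM | Assay system: Stable mammalian line carrying autodegrading MDM2–luciferase fusion reporter | Quantity: 2000 cells/well | Times: 4 h settle plus 2 h compound, 37 °C | Doses: One concentration, 5 µM, with 0.2% DMSO | Technique: Luminescence with SteadyLite reagent, 15 min at room temperature | Benchmarks: Plate controls and plate blanks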
# TRPN1 ag = zebrafish TRPN1 (NompC) channel agonism; HEK293 zebrafish TRPN1-YFP, Fluo-8 calcium fluorescence; 100% = response to 87 µM carbachol; activation, % at 3 µM; 0.18% of 220,000 active; AID 1424;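 active means activation above its plate's cutoff, the mean activation of test wells on that plate plus 3 SD, cut at about 19% in these data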;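 further: 0% = DMSO alone and 100% = 87 µM carbachol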
#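 System: zebrafish TRPN1-YFP in HEK293 cells / Dosing: 3 µM single point / Timing: dye loading 1 h at 37 °C, then 30 min room temperature / Signal: Fluo-8 calcium fluorescence, excitation 470-495 nm, emission 515-575 nm / Read-out basis: percent activation from peak over basal fluorescence ratio, control-normalized / Control set: high carbachol 87 µM, low DMSO alone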
# TNF necrop inh = inhibitors of TNF-alpha induced necroptosis in Jurkat FADD-/- cells; Jurkat FADD-/- TNF necroptosis rescue, ATP luminescence, 24 h; 0 = TNF only, 100 = no-TNF cells; activation (protection from cell death), % at 10 µM; 0.068% of 220,000 active; AID 463075;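 active means activation, meaning protection from cell death, of at least 50% relative to plate controls; inactive means activation below 50%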;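 further: necroptosis triggered by 40 ng/mL TNF-alpha added together with compound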
# TRPML3 agonist = activates the human TRPML3 channel; Q8TDD5; HEK293 TRPML3-YFP, Fluo-8 calcium fluorescence; 100% = the carbachol control signal; activation, % at 3 µM; 0.29% of 220,000 active;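 active means activation above its plate's cutoff, the mean activation of the plate's test wells plus 3 SD, cut at about 12% in these data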;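 further: 0% = DMSO only wells and 100% = carbachol wells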
#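 system = HEK293 cells stably carrying human TRPML3-YFP | doses = one concentration, 3 µM nominal, 0.3% DMSO | timing = dye loading 1 h 37 °C then 30 min ambient, 125 s read | detection = Fluo-8 calcium dye fluorescence, ex 470-495, em 515-575 nm | benchmarks = high control carbachol 87 µM, low control DMSO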
# PPC-1+TRAIL kill = kills PPC-1 cancer cells in the presence of TRAIL; PPC-1 cells + TRAIL, ATPLite viability luminescence; cell killing (% activity), % at 4 µM; 0.41% of 220,000 active; AID 1443;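 active means cell killing above 50% in the first pass at 4 µM, then a duplicate retest at 5 µM averaging 50% or more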;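 further: plate controls were cells with TRAIL plus DMSO for no effect and medium-only wells lacking cells for full effect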
# Runt-SMMHC FRET = Runt domain-CBFb-SMMHC interaction inhibition | 0.74% of 220,000 active | Cerulean-Runt/Venus-CBFb-SMMHC FRET ratio 530/480, 1 h | Q01196+Q13951 | inhibition, % at 20 µM;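 active means mean inhibition across duplicate retests at 20 µM reaching about 50%, limit read from the data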;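 further: 0% = DMSO wells and 100% = wells with excess untagged CBFb-SMMHC; inhibitors lower the FRET ratio by blocking Runt binding to CBFb-SMMHC; some results filed as inactive read as strong as hits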
# p47phox inh = blocks human p47phox regulatory protein of NADPH oxidases; p47phox/p22phox peptide binding, fluorescence polarization, 2 h; inhibition, % at 24.7 µM; 0.53% of 220,000 active; AID 1274;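 active means inhibition above about 30%, limit read from the data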;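 further: 0% = p47phox with labelled peptide and 100% = labelled peptide alone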
# Target sequence (P14598 whole entry, looked up): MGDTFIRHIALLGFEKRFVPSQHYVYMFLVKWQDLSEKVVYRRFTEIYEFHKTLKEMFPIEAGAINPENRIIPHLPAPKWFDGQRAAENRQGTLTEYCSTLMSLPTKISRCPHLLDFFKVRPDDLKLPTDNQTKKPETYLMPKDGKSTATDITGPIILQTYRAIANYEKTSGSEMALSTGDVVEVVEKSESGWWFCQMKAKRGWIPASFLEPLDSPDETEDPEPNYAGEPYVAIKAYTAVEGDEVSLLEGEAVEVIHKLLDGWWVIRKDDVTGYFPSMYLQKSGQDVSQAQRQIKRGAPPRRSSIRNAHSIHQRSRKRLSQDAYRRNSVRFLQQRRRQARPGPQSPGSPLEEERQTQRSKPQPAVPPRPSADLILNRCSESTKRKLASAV
# EBV gp42 block = EBV gp42 inhibition. inhibition, % (tested at 21.74 µM). AID 1085. 0.42% of 220,000 active. Fluorescence polarization binding assay, mP read-out. Q1HVG2; in the data active means inhibition above about 50%
# Target sequence (Q1HVG2 whole entry, looked up): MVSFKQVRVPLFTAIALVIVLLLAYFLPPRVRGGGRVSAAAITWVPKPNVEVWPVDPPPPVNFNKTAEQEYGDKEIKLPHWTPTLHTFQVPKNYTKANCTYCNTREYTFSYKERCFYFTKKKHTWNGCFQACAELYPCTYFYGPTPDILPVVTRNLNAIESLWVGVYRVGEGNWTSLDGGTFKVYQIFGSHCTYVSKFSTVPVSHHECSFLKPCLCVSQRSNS
# CHOP inhibitor = CHOP inhibition in unfolded protein response; CHO-K1 CHOP-promoter luciferase, tunicamycin-induced, 15-18 h; inhibition, % at 10 µM; 3.8% of 220,000 active;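 active means compounds that reduced the stress-induced luciferase reporter signal by more than about 70% of percent inhibition, limit read from the data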;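 further: 0% = tunicamycin plus vehicle and 100% = wells without tunicamycin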
# An asterisk follows results filed as active; · = not tested or not shown.
SMILES,Mdm2 ligase inh,TRPN1 ag,TNF necrop inh,TRPML3 agonist,PPC-1+TRAIL kill,Runt-SMMHC FRET,p47phox inh,EBV gp42 block,CHOP inhibitor
CCOCCCNC(=O)Cn1cnc2sc(C)c(S(=O)(=O)N3CCN(c4ncccn4)CC3)c2c1=O,-2,-0.5,-1.0,0.4,-13,-3,-2,-1,-5
O=C(N/N=C\c1ccc([N+](=O)[O-])o1)C1COc2ccccc2O1 (centres undefined),-6,1.2,-11,1.0,8,13,-6,0,-18
CCOC(=O)c1sc(NC(=O)Nc2cccc(Cl)c2)cc1C,-3,11,0.3,8.6,18,4,-1,-3,46
C=CCN1C(=O)CS/C1=N\S(=O)(=O)c1ccc(Cl)cc1,-15,-1.0,1.7,0.3,13,-2,-23,-22,24
CCOC(=O)N1CCN(c2c(NCc3ccccn3)c(=O)c2=O)CC1,-13,1.0,0.2,0.7,1,-2,-4,6,-36
CC(=O)C1=C(O)C(=O)N(C)C1c1ccccc1F (centres undefined),-54,1.6,0.8,0.7,-22,-1,18,2,-24
CC(OC(=O)CNC(=O)C12CC3CC(CC(C3)C1)C2)C(=O)Nc1ccc(S(N)(=O)=O)cc1 (centres undefined),-10,1.8,-0.8,0.8,4,4,12,8,-5
CC(=O)N1N=C(c2cccc([N+](=O)[O-])c2)OC1c1ccc(Cl)cc1Cl (centres undefined),4,-0.9,4.5,-0.8,-18,-1,-16,5,40
Cc1ccc(C(c2nnnn2CC2CCCO2)N2CCN(c3cccc(C)c3C)CC2)cc1 (centres undefined),-26,0.5,-1.6,-0.1,24,0,2,0,37
N=c1c2c(-c3ccccc3)c(-c3ccccc3)n(Cc3ccco3)c2ncn1CCCO,-4,-3.6,-9.9,0.3,38,1,-8,-12,-22
Cc1ccc(C)c(NC(=O)C2CCCN2C(=O)NC2CCCCC2)c1 (centres undefined),-7,-1.2,-0.4,0.6,21,-4,-7,-27,-4
C=CCn1c(SCC(=O)Nc2cccnc2Cl)nnc1-c1ccc(Cl)cc1,·,0.1,4.1,-0.9,14,-3,-12,0,37
O=C(/C=C/c1ccco1)Nc1ccc(Oc2ccccc2)cc1,-9,0.8,-23,0.4,8,-1,-15,-12,37
COc1ccc(-n2c(COc3ccc4c(c3)OCO4)nnc2SCC(=O)O)cc1,-4,-0.1,0.5,-0.3,29,3,12,-15,5
CCOC(=S)NC(=O)c1sc2ccccc2c1Cl,-8,0.7,-2.2,-0.1,1,2,-5,-19,-30

# The final two entries of the section above lead into the next:
SMILES,Mdm2 ligase inh,TRPN1 ag,TNF necrop inh,TRPML3 agonist,PPC-1+TRAIL kill,Runt-SMMHC FRET,p47phox inh,EBV gp42 block,CHOP inhibitor
COc1ccc(-n2c(COc3ccc4c(c3)OCO4)nnc2SCC(=O)O)cc1,-4,-0.1,0.5,-0.3,29,3,12,-15,5
CCOC(=S)NC(=O)c1sc2ccccc2c1Cl,-8,0.7,-2.2,-0.1,1,2,-5,-19,-30
N#Cc1ccc(NC(=O)COC(=O)CNC(=O)C2CCCCC2)cc1,-22,0.7,0.5,-0.1,-2,0,-7,-4,11
O=C1CSC2(C(=O)N3CCCc4cccc2c43)N1c1cccc(C(F)(F)F)c1 (centres undefined),-8,-1.6,-1.1,-0.9,3,1,-8,-3,22
COc1ccc(OC)c2c1sc(=NC(=O)C(C)(C)C)n2C,-4,-1.7,1.8,-0.1,7,-2,-6,-7,22
CCOC(=O)c1[nH]c2ccccc2c1CCCN1C(=O)c2ccccc2C1=O,2,-2.5,0.8,-0.2,1,-2,-18,-9,65
CN(CC(=O)NCc1ccc(Cl)cc1)S(=O)(=O)c1cccc2cccnc12,-3,-1.0,-0.6,-0.2,-18,1,-10,-5,6
COC(=O)C(Cc1ccccc1)NS(=O)(=O)c1ccc(F)cc1Br (centres undefined),6,·,0.5,·,20,0,13,-6,6
CCOC(=O)N1CCC(N2Cc3cccc(C(=O)NCC4CCN(CC(C)C)C4)c3C2=O)CC1 (centres undefined),-21,0.9,-0.4,0.5,23,-6,-64,-9,8
COc1cc(NC(=O)c2cc3c(Cl)nc4ccccc4c3s2)cc(OC)c1OC,-9,0.7,2.4,0.7,4,0,-22,-9,58
COc1cc(/C=C/c2nc(-c3ccccc3O)n[nH]2)cc(OC)c1OC,-6,0.4,-2.4,1.0,15,-3,-20,15,37
Cc1nc2ccc(C(C(F)(F)F)(C(F)(F)F)C(F)(F)F)cc2[nH]1,-19,0.3,0.6,0.9,28,0,-9,-4,73*
Cc1cc(Cl)ccc1NNC(=O)c1snnc1C,-4,2.6,-7.9,-0.2,-5,-2,-2,-10,-4
CCn1c(SCC(=O)Nc2nc(C)c(C)s2)nnc1-c1ccco1,4,1.1,-3.0,0.6,-9,3,-6,-7,16
CC(=O)c1ccc2noc(-c3ccccc3)c2c1,2,1.6,0.7,0.5,·,·,3,11,12
COC(=O)CSc1ccc2nnc(-c3ccc(F)cc3)n2n1,-1,0.2,1.2,-0.6,8,-2,-8,-26,2
Cc1ccc(Cn2ccc(NC(=O)c3noc4c3CCc3ccccc3-4)n2)cc1,0,-1.2,0.5,1.1,16,-6,0,1,-4
CC(Oc1ccc(Cl)cc1Cl)c1ccnc(N)n1 (centres undefined),-1,-1.2,-0.5,-0.2,-2,1,-4,-2,14
CCCCCn1ccc(=N)cc1,-22,2.5,-15,0.8,36,6,-5,-67,-5
Cc1ccc(NC(=O)c2ccccc2F)nc1,-28,2.1,-1.1,1.1,9,3,2,-8,-24
Cc1ccc2c(CSc3nnnn3C)cc(=O)oc2c1,-3,0.5,0.0,0.5,-7,2,-4,-12,-32
COn1c(=S)[nH]c2ccccc2c1=O,-6,0.7,-0.1,0.4,6,-16,-4,-7,1
N#C/C(=C\c1ccc(Cl)cc1)c1nc(-c2ccco2)cs1,18,-0.4,1.3,0.6,1,-14,-81,-16,-14
O=C(NCc1ccccc1Cl)NC(=O)c1ccccc1,-9,-1.1,1.6,0.2,6,-1,0,-14,-3
Cc1cc(C)nc(NC(=S)Nc2cccc(Cl)c2Cl)c1,-18,0.9,-0.9,1.6,15,9,-13,-17,-22
Cc1ccc(C)c(N(C(=O)Cn2nnc3ccccc32)C(C(=O)NCc2ccco2)c2ccncc2)c1 (centres undefined),-12,-1.4,-0.1,-0.2,-1,-2,-5,-7,-7
Cc1ccc(Cn2cnc3c(nnn3Cc3ccc(Cl)cc3)c2=O)cc1,-2,-1.9,0.2,0.5,-2,-6,-11,-11,34
CCC(=O)Nc1cc(C(C)C)c(O)cc1C,-10,0.3,-0.8,-0.4,4,0,-7,-5,11
O=C(CSc1nc2scc(-c3ccco3)c2c(=O)n1-c1ccccc1)N1CCOCC1,-29,-0.1,1.7,-0.1,-2,-6,-8,-10,5
COc1ccccc1/C=C/C1(C(=O)NC2CCCC2)CC(=O)N1c1ccc(F)cc1 (centres undefined),-2,-0.4,-8.4,0.0,7,1,-2,-5,40
COc1ccccc1Nc1nc(N)nc(CN2CCC(C)CC2)n1,-4,0.6,-0.3,0.4,-13,1,2,-4,3
COc1ccc(N2CCN(C(=S)Nc3ccc(S(N)(=O)=O)cc3)CC2)cc1,5,0.7,-0.3,0.5,6,34,2,-16,23
O=C(NC(=S)NC1CCSC1=O)c1ccccc1F (centres undefined),-9,1.2,3.3,0.2,27,2,1,-5,10
Cc1c([N+](=O)[O-])c(C(=O)N2CCCC2)nn1C,-10,-0.2,-1.8,0.2,14,3,-5,-18,32
COc1ccc(C(=O)N2CCN(Cc3cn[nH]c3-c3ccc(OC)cc3F)CC2)cc1,-8,3.2,2.4,0.6,23,-2,-2,2,17
COCc1nc2ccccc2n1Cc1cccc(C)c1,-26,-0.2,-1.4,0.3,13,0,-17,-17,-7
COc1ccc(-c2nc3cnccn3c2Nc2ccc(C)cc2)cc1,-8,-1.3,-3.5,-0.3,22,4,-13,-8,-18
COc1ccc(S(=O)(=O)N2CCN(C(=O)c3c(-c4ccccc4)noc3C)CC2)cc1,25,0.6,1.5,-1.2,1,2,-4,2,-18
CCOc1ccccc1NC(=O)CN(c1ccc(C)cc1)S(=O)(=O)c1c(C)n[nH]c1C,-4,-1.3,-9.0,-1.1,2,2,-7,-8,50
CC(=O)Nc1cc2c(nc1C)nc(C)n2Cc1ccc(Br)cc1,10,0.0,-1.4,-0.2,15,-8,-8,-5,-6
Cc1csc(NC(=O)c2ccc(-c3ccc(Cl)cc3Cl)o2)n1,-8,0.8,0.3,0.8,-3,-5,-14,-3,11
O=C(O)c1nc(N2CCCCC2)ncc1Cl,-6,-0.7,-0.1,0.3,13,-6,-9,0,13
Cc1cc2ccccn2c1C(=O)c1cccc(S(=O)(=O)N2CCOCC2)c1,-8,3.0,-1.8,2.8,31,2,-12,-17,5
Cc1ccc2nc(-c3cccs3)oc(=O)c2c1,-12,0.1,0.8,0.9,22,2,-7,-18,38
CSCCC(NC(=O)c1ccccc1Br)C(=O)NCC1CCCCC1 (centres undefined),-3,-2.2,0.8,-0.1,-16,0,-1,-5,8
Nc1ccccc1C(=O)NCc1ccc(F)cc1,·,0.8,0.3,0.4,35,-7,-3,1,0
COCCN1C(=O)C(=O)/C(=C(/O)c2ccc3c(c2)OCCO3)C1c1ccc(C(=O)OC)cc1 (centres undefined),-9,0.8,-0.4,0.2,12,0,2,0,4

# Copied from the list:
# `COc1ccc(-n2c(COc3ccc4c(c3)OCO4)nnc2SCC(=O)O)cc1` in p47phox inh = 12
# `C=CCN1C(=O)CS/C1=N\S(=O)(=O)c1ccc(Cl)cc1` in CHOP inhibitor = 24

# Next part:
SMILES,Mdm2 ligase inh,TRPN1 ag,TNF necrop inh,TRPML3 agonist,PPC-1+TRAIL kill,Runt-SMMHC FRET,p47phox inh,EBV gp42 block,CHOP inhibitor
COc1ccc(N2CCN(CCCNC(=O)c3cc4sccc4n3C)CC2)cc1,-12,0.7,-0.6,0.5,-1,3,-2,-6,23
CC(=O)Nc1ccc(-c2cc(N)n(-c3ccccc3)n2)cc1,·,3.4,-4.2,0.4,34,0,-20,-7,-41
O=C(CS(=O)(=O)c1ccccc1)Nc1ccc(Br)cn1,-7,1.1,1.6,0.4,7,1,-9,-6,4
COc1ccc(C(=O)NCc2nnc(SCC(=O)NO)n2Cc2ccccc2)cc1,-12,0.9,-2.4,0.7,8,-4,-13,-17,7
O=C(NC(=S)Nc1ccccc1O)c1ccc(Cl)cc1Cl,-5,0.1,0.4,-0.2,24,-4,-9,-11,-19
CCN(CC)S(=O)(=O)c1cc([N+](=O)[O-])ccc1NNC(=O)Nc1ccc(F)cc1,-12,2.4,3.4,1.6,1,7,-9,13,36
CCCCCCc1cc2cc(C(=O)Nc3ccccc3OC)c(=O)oc2cc1O,-1,1.6,1.8,1.4,10,63*,4,-2,12
CCOc1ccc(/C=N/NC(=O)CN2CCCCCCC2)cc1,-16,0.0,1.4,1.2,4,-2,-3,-2,-1

# Bioassay records (PubChem BioAssay)
